inhibitors of VEEV: inhibitors of VEEV TC-83 cytopathic effect, confirmation, Vero cells (AID 588727); 350,000 compounds, 0.13% hits; one-dose inhibition, % at 20 µM; IC50 in µM for titrated hits; Vero cells, VEEV TC-83 cytopathic effect inhibition; higher % means a stronger effect; in the data active means a potency from the dose series; inconclusive means inhibition mostly from about 14% at the one dose, without a potency; inactive means the rest, 99 in 100 with inhibition below about 12%; further: strong numbers were not always called active
Numbers without * were called inactive; i = inactive; ? = inconclusive. Not all compounds are listed (hit frequency here may not be typical).

SMILES	inhibitors of VEEV
C[C@]1(O)CCC2C3CC[C@H]4C[C@@H](OC(=O)[C@@H](N)CCCCN)CC[C@]4(C)C3CC[C@@]21C (stereo partly specified)	4.1%
Nc1ccc(S(=O)(=O)Nc2nc(-c3ccccc3)cc(-c3ccccc3O)n2)cc1	5.0%
COc1ccc(NC(=O)N(C)C[C@H]2OCCCC[C@H](C)Oc3ccc(NS(=O)(=O)c4cn(C)cn4)cc3C(=O)N([C@H](C)CO)C[C@@H]2C)cc1	2.9%
CCN(CC)C(=O)C1=C(C)N(CCCOC)C(=O)C(CC(=O)NCc2cccs2)C1 (stereo unspecified)	i
O=C(O)C(=Cc1ccncc1)c1cccc2ccccc12	0.1%
CC(Nc1nc(-c2cccnc2)nc2ccccc12)c1ccccc1 (stereo unspecified)	8.4%
Cn1c(=O)[nH]c(=O)c2c1nc(Br)n2Cc1ccc(Cl)cc1	0.1%
CC(=O)c1ccc(S(=O)(=O)N2CCN(c3ccnc4cc(Cl)ccc34)CC2)cc1	2.4%
CCCCCCN1C[C@H](n2cc(C3CC3)nn2)[C@@H](O)C[C@@H]1c1ccc(Cl)cc1	6.0%
C[C@H]1CN([C@@H](C)CO)C(=O)CCCn2cc(nn2)CO[C@@H]1CN(C)S(=O)(=O)c1ccccc1C#N	1.5%
CSc1nc(S(=O)(=O)c2ccc(C)cc2)c(N2CCOCC2)s1	2.5%
C[C@@H]1CN([C@@H](C)CO)C(=O)CCCn2nncc2CO[C@@H]1CN(C)C(=O)CCC(F)(F)F	0.1%
CCOc1ccccc1NC(=O)CCNC(=O)N1CC(=O)Nc2ccccc21	3.2%
O=C(NCCOc1ccc(F)cc1)C1CCC(=O)N(Cc2ccc(Cl)cc2)C1 (stereo unspecified)	i
Cc1ccc(OC(=O)N(C)C[C@H]2OCc3cnnn3CCCC(=O)N([C@@H](C)CO)C[C@H]2C)cc1	i
CCn1c(C)cc(C(=O)COC(=O)CNC(=O)c2ccco2)c1C	0.5%
COc1ccc(N(C)S(=O)(=O)c2cccc(C(=O)OCC(=O)Nc3cc(C)ccc3OC)c2)cc1	?
CC(NS(=O)(=O)c1cccc(Cl)c1F)[C@H](O)c1ccccc1 (stereo partly specified)	i
CN1C=CC(C(C(N)=O)c2ccccc2)c2ccccc21 (stereo unspecified)	i
C[C@@H]1CN([C@@H](C)CO)C(=O)CCCn2nncc2CO[C@H]1CN(C)C(=O)Nc1ccc(N2CCCCC2)cc1	1.2%
COc1ccc([C@H]2N[C@]3(CCCN(Cc4ccc(F)cc4)C3=O)[C@H]3C(=O)N(C)C(=O)[C@@H]23)cc1	i
COc1ccccc1C#Cc1cnc2c(c1)C(=O)N([C@H](C)CO)C[C@@H](C)[C@@H](CN(C)C(=O)c1ccc3c(c1)OCO3)O2	2.7%
O=C(OCc1cn([C@H]2C[C@H](c3ccc(Cl)cc3)N(CC3CCCCC3)C[C@@H]2O)nn1)c1ccccc1	4.3%
COc1cccc(NC(=O)C(=O)NCC2CCCN2S(=O)(=O)c2cccs2)c1 (stereo unspecified)	i
Cc1ccc(N(Cc2ccccc2)C(=O)CSC(C)C(=O)Nc2cc(C)on2)cc1 (stereo unspecified)	16µM*
C=CCOc1ccc(C2NC(=O)c3ccccc3O2)cc1OC (stereo unspecified)	1.4%
C[C@H](CO)N1C[C@H](C)[C@@H](CN(C)S(=O)(=O)c2ccc3ccccc3c2)OCc2cnnn2CCCC1=O	0.9%
C[C@@H]1CN([C@@H](C)CO)C(=O)CCCn2nncc2CO[C@@H]1CN(C)S(=O)(=O)c1cccc(C#N)c1	1.1%
Cc1ccc(F)cc1NC(=O)COC(=O)C1CC2CCCC(C1)C2=O (stereo unspecified)	0.1%
O=C1Cc2cccc(=O)c(O)c2C(=O)O1	i
Cc1ccc2nc(N(CCN(C)C)C(=O)C3CCN(S(=O)(=O)c4cccs4)CC3)sc2c1	i
Cc1ccc(C(=O)Nc2cccnc2)cc1C	2.0%
CCC1NC(=O)c2cc3ccccc3cc2-n2c1nc1cc(F)ccc1c2=O (stereo unspecified)	6.1%
O=S(=O)(c1ccc(F)c(F)c1)N1CCCCCCC1	0.8%
C[C@H](CO)N1C[C@H](C)[C@H](CN(C)S(=O)(=O)c2ccc(F)cc2)OCc2cnnn2CCCC1=O	0.1%
COc1cc(/C=C/C(=O)OCC(=O)c2ccc[nH]2)ccc1O	7.1%
CC1(C)CC2(C)CC(=O)C1C(C(=O)O)C2C(=O)O (stereo unspecified)	i
CCOC(=O)C(C#N)=C1CCC=C(C)C1	3.7%
CCCc1cc(CCC)n2nc(N)nc2n1	4.9%
C[C@@H]1CNC(=O)c2c(C(=O)Nc3ccc(CNC(=O)OC(C)(C)C)cc3)ncn21	8.1%

Reformatted: 14 of the compounds above
molecule | inhibitors of VEEV
COc1cccc(NC(=O)C(=O)NCC2CCCN2S(=O)(=O)c2cccs2)c1 (stereo unspecified) | i
Cc1ccc(N(Cc2ccccc2)C(=O)CSC(C)C(=O)Nc2cc(C)on2)cc1 (stereo unspecified) | 16µM*
C=CCOc1ccc(C2NC(=O)c3ccccc3O2)cc1OC (stereo unspecified) | 1.4%
C[C@H](CO)N1C[C@H](C)[C@@H](CN(C)S(=O)(=O)c2ccc3ccccc3c2)OCc2cnnn2CCCC1=O | 0.9%
C[C@@H]1CN([C@@H](C)CO)C(=O)CCCn2nncc2CO[C@@H]1CN(C)S(=O)(=O)c1cccc(C#N)c1 | 1.1%
Cc1ccc(F)cc1NC(=O)COC(=O)C1CC2CCCC(C1)C2=O (stereo unspecified) | 0.1%
O=C1Cc2cccc(=O)c(O)c2C(=O)O1 | i
Cc1ccc2nc(N(CCN(C)C)C(=O)C3CCN(S(=O)(=O)c4cccs4)CC3)sc2c1 | i
Cc1ccc(C(=O)Nc2cccnc2)cc1C | 2.0%
CCC1NC(=O)c2cc3ccccc3cc2-n2c1nc1cc(F)ccc1c2=O (stereo unspecified) | 6.1%
O=S(=O)(c1ccc(F)c(F)c1)N1CCCCCCC1 | 0.8%
C[C@H](CO)N1C[C@H](C)[C@H](CN(C)S(=O)(=O)c2ccc(F)cc2)OCc2cnnn2CCCC1=O | 0.1%
COc1cc(/C=C/C(=O)OCC(=O)c2ccc[nH]2)ccc1O | 7.1%
CC1(C)CC2(C)CC(=O)C1C(C(=O)O)C2C(=O)O (stereo unspecified) | i

More structures follow.
SMILES	inhibitors of VEEV
O=P(c1ccccc1)(c1ccccc1)C(O)c1cccs1 (stereo unspecified)	0.2%
c1ccc2c(c1)CN(Cc1ccc3c(c1)OCO3)Cc1cnnn1-2	2.2%
COc1cccc2sc(=NC(=O)CS(=O)(=O)c3ccccc3)n(C)c12	1.2%
O=C(C1CCCCC1)N1Cc2ccccc2-n2nncc2C1	0.1%
COCOCCn1cc(CN2CCS(=O)(=O)N(Cc3ccc(-c4ccc(OC)nc4)cc3)C(C(C)C)C2=O)nn1 (stereo unspecified)	4.3%
CCc1noc(C)c1C(=O)N(CC)CC(=O)NCc1ccc(F)cc1	1.2%
Cn1ccc(=O)c2cc([N+](=O)[O-])ccc21	i
COc1ccc(C(CNC(=O)CCNS(=O)(=O)c2ccccc2)N2CCOCC2)cc1 (stereo unspecified)	10%
C[C@@H]1CN([C@@H](C)CO)C(=O)c2c(c3ccccc3n2C)-c2ccccc2CO[C@H]1CN(C)S(=O)(=O)c1ccc(C#N)cc1	1.3%
CC(C)C(=O)N1CCCCCCN1C(=O)C(C)C	1.3%
COc1ccc(CCN2CC(C(=O)NCc3cn(C)nc3C)CCC2=O)cc1 (stereo unspecified)	i
N#Cc1ccc(S(=O)(=O)NC[C@H]2O[C@@H](n3ccc(N)nc3=O)[C@H](O)[C@@H]2O)cc1	1.3%
Cc1cccc(-c2ccc3[nH]c4c(c3c2)CCN2C[C@@H]([C@H](C)OC(=O)Nc3ccccc3C)[C@@H](N(C)C(=O)Nc3ccccc3C)C[C@@H]42)c1	3.3%
CC1=C(C#N)C(=O)NC1(C)O (stereo unspecified)	2.7%
CC1(C)CC(=O)CC(C)(C)N1O	1.1%
Cc1cccc(NC(=O)c2nc[nH]c2C(=O)N[C@H](C)CO)c1	1.3%
O=C(O)C1C=CCC(C(=O)O)C1 (stereo unspecified)	0.7%
C[C@H]1Cn2cnc(C(=O)N[C@H](C)c3ccccc3)c2C(=O)N1	i
CC1CCCCC1NC(=O)CN1CCC(NC(=O)C(C)(C)C)CC1 (stereo unspecified)	i
COc1cccc(CNC(=O)c2cc(S(=O)(=O)N3CCCCC3)ccc2C)c1	i
CCOC(=O)N(C)C[C@H]1OCc2cnnn2CCCC(=O)N([C@H](C)CO)C[C@H]1C	2.0%
COc1ccc(CCNC(=O)CNC(=O)N2CC(=O)Nc3ccccc32)cc1OC	2.9%
C[C@@H]1CN([C@@H](C)CO)C(=O)c2cc(NS(C)(=O)=O)ccc2O[C@@H](C)CCCCO[C@H]1CN(C)Cc1ccc2c(c1)OCO2	0.5%
CCCCCC(=O)N1C[C@@H](O)[C@H](n2cc(COC(=O)c3ccccc3)nn2)C[C@@H]1c1ccccc1	1.7%
CNC(=O)Oc1c(C)[nH]ccc1=O	1.0%
Cc1ccc(C(=O)N(Cc2ccco2)c2c(N)n(Cc3ccccc3)c(=O)[nH]c2=O)cc1	1.3%
Cc1cc(Br)ccc1NC(=O)CN(C)C(=O)c1ccccc1OCc1c(C)noc1C	3.2%
Cc1onc(-c2ccccc2)c1C(=O)OCC(=O)Nc1ccccc1Cl	i
CC1=C(C(=O)N(C)C)CC(CC(=O)NC(c2ccccc2)c2ccccc2)C(=O)N1CCCN1CCCC1=O (stereo unspecified)	0.4%
COc1ccc(OCC(=O)N2CCc3ccccc32)c([N+](=O)[O-])c1	2.5%
O=C1CSC(=S)N1N=Cc1cccc(OCc2ccccc2)c1	0.9%
CCCCNC(=S)N(CCCO)Cc1cc2cc3c(cc2[nH]c1=O)OCO3	i
N#Cc1cccc(C(Br)S(=O)(=O)c2ccccc2)c1 (stereo unspecified)	0.3%
O[C@@H]1C[C@H](c2ccc(Cl)cc2)N(Cc2cccs2)C[C@H]1n1cc(-c2ccc(F)cc2)nn1	0.1%
C=CCOC(=O)COc1ccc2c3c(c(=O)oc2c1)CCCC3	i
CCN(CC)C(=O)C1=C(C)N(CCCN2CCCC2=O)C(=O)C(CC(=O)NC2CCCCC2)C1 (stereo unspecified)	0.3%
CCc1ccc([C@@H]2C[C@H]3[C@@H](CN2S(=O)(=O)c2ccc(C)cc2)C(=O)C[C@@H](c2ccccc2F)N3S(=O)(=O)c2ccc(C)cc2)cc1	i
CC1CCC(N(C)C(=O)CN2C(=O)NC(c3ccccc3)(c3ccccc3)C2=O)CC1 (stereo unspecified)	0.7%
Cc1ccc([C@H]2N[C@]3(CCCN(Cc4ccc(Cl)cc4)C3=O)[C@H]3C(=O)N(C)C(=O)[C@@H]23)cc1	1.0%
CN1CCN(C2CN(Cc3ccc([N+](=O)[O-])cc3)S(=O)(=O)C2)CC1 (stereo unspecified)	i
O=C(C1CCCCC1)N1C[C@@H](n2cc(C3CC3)nn2)[C@H](O)C[C@@H]1c1ccc(Cl)cc1	4.1%
Cc1ccc(C)c(OCC(=O)OCc2csc(CC(=O)Nc3ccccc3C)n2)c1	29%
Cc1ccc(S(=O)(=O)N(C)C[C@@H]2OCCCC[C@@H](C)Oc3ccc(NS(=O)(=O)c4c(C)noc4C)cc3C(=O)N([C@H](C)CO)C[C@@H]2C)cc1	i
CC(C)(CO)CN1CCC(n2nccc2NC(=O)C2CCOC2)CC1 (stereo unspecified)	i
CN(N=Cc1ccccc1)C(=S)Nc1ccccc1	i
CC(C)C#Cc1cnc2c(c1)C(=O)N([C@H](C)CO)C[C@@H](C)[C@H](CN(C)C(=O)Nc1ccccc1F)O2	4.1%
C[C@H]1CN([C@@H](C)CO)C(=O)c2cc(Br)cnc2O[C@H]1CN(C)S(=O)(=O)c1ccccc1F	i
CCOC(=O)c1c(C)[nH]c(C(=O)N(C)CC(=O)Nc2ccc(OCC)c(OCC)c2)c1C	2.1%
Cc1ccc(CCNC(=O)CN2C(=O)CSc3ccc(S(=O)(=O)N4CCOCC4)cc32)cc1	0.4%
COc1ccc(NC(=O)[C@H](C)NS(=O)(=O)c2ccc(NC(C)=O)cc2)cc1Cl	1.5%
Next section:
SMILES	inhibitors of VEEV
O=C(c1ccoc1)N1CCN(c2cc(-c3cccc(F)c3)nc3cc(-c4cccc(Cl)c4)nn23)CC1	5.7%
CC(C#N)(NC(=O)CN1CCN(S(=O)(=O)c2cccc(F)c2)CC1)C1CC1 (stereo unspecified)	0.8%
O=C(Cc1ccccc1F)Nc1cccc(S(=O)(=O)N2CCCCC2)c1	i
COc1ccccc1C(=O)NCCC(=O)NCCOc1ccc(C)cc1	0.8%
C[C@H]1CCCCO[C@H](CN(C)CC2CCCCC2)[C@@H](C)CN([C@@H](C)CO)C(=O)c2cc(NS(=O)(=O)c3ccccc3)ccc2O1	0.2%
CCCCCC(=O)N1C[C@@H](n2cc(-c3ccc(F)cc3)nn2)[C@H](O)C[C@@H]1c1ccc(C)cc1	4.8%
O=C1NC(=O)C(=C2CCOC2=O)N1	1.3%
CCOc1cccc(Cc2c[nH]c(=O)[nH]c2=O)c1	1.5%
C[C@H](CO)N1C[C@H](C)[C@@H](CN(C)Cc2cccc(F)c2)Oc2cc(-c3cccc(C#N)c3)ccc2S1(=O)=O	1.4%
S=c1[nH]cc2cnccn12	0.0%
C[C@@H]1CN([C@H](C)CO)C(=O)CCCn2cc(nn2)CO[C@H]1CN(C)C(=O)Nc1ccccc1	0.7%
COc1ccc([C@H]2C[C@H](n3cc(C4CC4)nn3)[C@@H](O)CN2C(=O)C2CCCCC2)cc1	0.2%
COc1ccc(OC)c(C=NNC(=O)NN=Cc2cc(OC)ccc2OC)c1	2.9%
O=C(OCC(=O)N1CCNC1=O)c1ccccc1Cl	i
CCN1C(=O)[C@H]2[C@@H](c3ccc(OC)cc3)N[C@]3(CCCN(Cc4ccc(Br)cc4)C3=O)[C@H]2C1=O	0.1%
O=C(C1CN(C(=O)c2cc3ccccc3o2)c2ccccc2O1)N1CCCCC1 (stereo unspecified)	1.9%
COc1ccc([C@H]2C[C@@H](n3cc(COC(=O)c4ccccc4)nn3)[C@H](O)CN2CC2CCCCC2)cc1	0.1%

Bioassay records deposited in PubChem by Southern Research Specialized Biocontainment Screening Center.
